# Screens (PubChem)
# CCT chaperon mod – cytosolic chaperonin activity modulation. AID 651819. activity change, % (no concentration beside the values), hits read low. actives 0.3% (n = 360,000). purified chaperonin ATPase assay, HTRF ADP detection, 30 min; in the data active means activity change below about -30%; further: on the % scale 0 is the no-effect control and ±100 the full control effect
#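 Nucleotide hydrolysis assay: TRiC at 20–40 nM final (set by batch activity) with 10 uM ATP, 30 min at 37 °C, in presence of 76 uM compound. Detection by competitive ADP HTRF, 30 min ambient.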
# EPAC2 agonist – agonists of human EPAC2 (RAPGEF4); EPAC2 activation, biochemical qHTS; response scale: 100% = 6.5 mM cAMP response; Q8WZA2; Potency, µM (doses to about 154 µM), without a hit: at the highest dose activation, actives largely listed as activators; actives 0.079% (n = 360,000); further: potency means the concentration at half of the fitted maximal effect; nearly all actives have a fitted effect of over 50% in size
#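 Fluorescence exchange assay: 100 nM EPAC2 with 250 nM RAP1B-BODIPY-GDP and 50 uM GDP; compounds tested as a concentration-titration series (qHTS). Loss of Rap1-bound BODIPY-GDP fluorescence read at 480/540 nm; data normalized to 6.5 mM cAMP.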
# WRN helicase inh – WRN helicase (human) inhibition | Potency, µM (doses to about 114 µM), without a hit: at the top dose activity change, negative = inhibition, actives largely listed as inhibitors | Q14191 | actives 0.46% (n = 360,000) | WRN helicase unwinding, fluorescent forked duplex, kinetic; further: potency means the concentration at half of the fitted maximal effect; on the % scale 0 is the no-effect control and ±100 the full control effect; nearly all actives have a fitted effect of over 55% in size
#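 Screening of the MLSMR collection measured strand separation of a quenched forked DNA duplex (100 nM) by 20 nM WRN with 2 mM ATP, all final. Compounds were preincubated with enzyme 15 min at room temperature.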
# IL-2 act – activates IL-2 in a cell-based reporter assay | actives 0.065% (n = 360,000) | IL-2 activation reporter assay, cell-based qHTS; stimulated with anti-CD3/CD4/CD28 beads; in transgenic mouse T cells | AID 652025 | activation, % (series mostly up to about 46 µM); in the data active means activation above about 50%; inconclusive means mostly about 30% to 49%; further: 0% is about no effect
#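 Readout: EGFP and DsRed signals by fluorescent plate cytometry. Unstimulated transgenic mouse T cells received compound 60 min before antibody-bead stimulation, then incubated 18 h at 37 degrees C.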
# PI5P4K alpha inh – inhibitors of human PI5P4K alpha. PI5P4Kalpha enzyme, ADP-Glo luminescence, 60 min; stronger effect = lower value. actives 1.2% (n = 330,000). max response, %. AID 652105; active means max response of -50% or lower; inconclusive means between -30% and -50%; inactive means -30% or higher; further: value at the top dose of about 77 µM; on the % scale 0 is the no-effect control and ±100 the full control effect
#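 Quantitative HTS of the MLSMR library against PI5P4Kalpha with substrate. ATP added last at 5 microM final; room temperature, 60 minutes. Remaining ATP depleted, ADP converted and read as luminescence.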
# EPAC1 ag – EPAC1 (human) agonism. O95398. EPAC1 agonist qHTS, biochemical assay; response scale: 100% = response to 6.5 mM cAMP. Potency, µM (doses to about 154 µM), for the others: top-dose activation, actives largely listed as activators. actives 0.073% (n = 360,000). AID 720707; further: potency means the concentration at half of the fitted maximal effect; nearly all actives have a fitted effect of over 60% in size
# Target sequence (O95398 whole entry, looked up): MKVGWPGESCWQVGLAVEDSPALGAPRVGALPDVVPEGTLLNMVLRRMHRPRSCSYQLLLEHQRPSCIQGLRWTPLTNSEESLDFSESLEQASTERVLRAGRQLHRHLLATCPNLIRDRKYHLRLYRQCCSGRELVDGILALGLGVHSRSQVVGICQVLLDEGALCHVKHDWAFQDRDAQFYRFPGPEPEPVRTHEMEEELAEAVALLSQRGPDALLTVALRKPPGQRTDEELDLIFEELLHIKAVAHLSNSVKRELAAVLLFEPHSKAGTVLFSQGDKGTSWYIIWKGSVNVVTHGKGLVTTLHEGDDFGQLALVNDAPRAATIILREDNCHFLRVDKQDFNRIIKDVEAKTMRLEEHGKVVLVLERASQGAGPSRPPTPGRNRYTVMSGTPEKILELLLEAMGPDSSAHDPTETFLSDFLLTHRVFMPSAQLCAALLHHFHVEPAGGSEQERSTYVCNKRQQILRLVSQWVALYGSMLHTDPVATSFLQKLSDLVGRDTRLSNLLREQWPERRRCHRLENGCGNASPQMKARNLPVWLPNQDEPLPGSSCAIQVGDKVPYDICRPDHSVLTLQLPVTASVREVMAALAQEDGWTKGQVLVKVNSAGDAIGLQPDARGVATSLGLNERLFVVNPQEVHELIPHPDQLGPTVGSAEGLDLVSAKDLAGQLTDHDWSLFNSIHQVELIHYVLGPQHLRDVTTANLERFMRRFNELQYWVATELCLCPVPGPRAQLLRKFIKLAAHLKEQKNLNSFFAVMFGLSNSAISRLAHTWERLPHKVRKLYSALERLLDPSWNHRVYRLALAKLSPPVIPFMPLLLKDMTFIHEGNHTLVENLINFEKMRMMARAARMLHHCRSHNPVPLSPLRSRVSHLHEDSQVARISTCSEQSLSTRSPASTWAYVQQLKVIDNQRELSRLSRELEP
#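 Multi-concentration qHTS readout: loss of Rap1B-bound BODIPY-GDP fluorescence driven by 100 nM EPAC1 with excess GDP (50 uM), monitored kinetically at room temperature; agonist response expressed relative to 6.5 mM cAMP.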
# EPAC1 antag – EPAC1 (human) antagonism | actives 0.14% (n = 360,000) | Potency, µM (titrated, usually from 115 µM), for the others: at the highest dose activity change, negative = inhibition, most hits filed as inhibitors | AID 720709 | O95398 | EPAC1 GEF assay, Rap1b-BODIPY-GDP exchange fluorescence;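 further: potency means the concentration at half of the fitted maximal effect; plate controls were vehicle for no effect and positive control for full effect; nearly all actives have a fitted effect of over 50% in size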
# PLK1 PBD block – inhibitors of human PLK1 polo-box domain binding; P53350; Plk1 PBD binding of FITC phosphopeptide, fluorescence polarization; Potency, µM, for the others: max response, negative = inhibition, actives largely listed as inhibitors; actives 2.8% (n = 360,000); further: potency means the concentration at half of the fitted maximal effect; series mostly up to about 57 µM; on the % scale 0 is the no-effect control and ±100 the full control effect; nearly all actives have a fitted effect of over 65% in size
# Starred values were filed as active, the others as inactive; ? = inconclusive; · = no result given; [ ] = dose if it differs, or a comment. Unless noted, the call rests on the fitted dose curve; in most records, active means well fitted curve in the direction sought with a large enough effect; inconclusive means small, poorly fitted or top-dose-only effect, or another doubt; inactive means no such curve, though single readings can be large; an effect the other way counts as inactive or inconclusive.
no.	Compound	CCT chaperon mod	EPAC2 agonist	WRN helicase inh	IL-2 act	PI5P4K alpha inh	EPAC1 ag	EPAC1 antag	PLK1 PBD block
1	COc1cccc(NC(=O)[C@H](Cc2ccccc2)NC(=O)[C@@H]2Cc3ccccc3CN2)c1	-0.6	2%	4%	-1.0	-2	-8%	14%	4%
2	Cc1ccc(-n2cccn2)c(CN2CCC(CO)(CCc3ccccc3)CC2)c1	1.9	-2%	7%	-5.6	-3	-12%	-6%	-3%
3	COc1cc(NC(=O)C2CCN(S(=O)(=O)c3ccc(N4CCCC4=O)cc3)CC2)cc(OC)c1	-1.8	5%	-7%	-1.3	-5	7%	-1%	30µM*
4	Cc1ccc(CC2CC(=O)N(c3cc(Cl)ccn3)C2=O)cc1 (centres undefined)	0.1	-4%	4%	-3.7	-1	-5%	-10%	5%
5	CCOc1ncccc1C(=O)OCc1nnc(-c2ccccc2)o1	0.1	-5%	6%	-1.4	5	3%	12%	-1%
6	CC1C(=O)N(Cc2cn(CCC3OCCCO3)nn2)CCS(=O)(=O)N1Cc1ccc(-c2ccncc2)cc1 (centres undefined)	-0.7	9%	-3%	-1.9	-4	3%	22%	-2%
7	COc1ccc(Cc2nnc(NC(=O)c3ccco3)s2)cc1	-2.4	0%	2%	-3.2	-3	15%	-8%	-9%
8	COc1cc(C(=O)Nn2c(C)nc3ccccc3c2=O)cc(OC)c1OC	-0.2	0%	-3%	-5.3	9	-4%	12%	8%
9	Cc1ccc(CNC(=O)c2ccc3c(c2)S(=O)(=O)c2ccccc2C3=O)o1	0.2	10%	-9%	-1.7	-14	3%	-15%	-18%
10	CCOC(=O)N1CCN(Cc2nc3c(c(=O)[nH]c(=O)n3C)n2Cc2cc(C)ccc2C)CC1	1.6	7%	-3%	3.7	·	1%	-23%	-4%
11	CC(C)c1ccc(S(=O)(=O)NCCCN2CCOCC2)cc1	-0.5	-3%	0%	-1.1	0	2%	1%	-1%
12	Cc1cccc(NC(=O)CS(=O)(=O)c2cn(C)c3ccccc23)c1C	1.3	-8%	0%	-2.3	9	-2%	7%	-2%
13	Cc1ccc(-c2csc(N3CCN(CCCn4c(-c5ccncc5)nc5ccccc54)CC3)n2)cc1	0.3	7%	-3%	-0.6	16	-12%	-3%	-6%
14	O=C(Nc1ccc(N2CCN(C(=O)c3ccccc3)CC2)cc1)c1cc([N+](=O)[O-])ccc1N1CCOCC1	0.9	4%	-34%	-6.0	-1	-1%	20%	-9%
15	Cc1ccc(SCCNC(=S)Nc2cc(C)cc(C)c2)cc1	2.5	2%	-15%	-2.9	0	7%	-15%	-1%
16	O=C(Nc1c(Cl)cc(Cl)cc1C(=O)NCCN1CCOCC1)c1ccc(Cl)cc1Cl	-1.5	6%	-9%	0.9	·	5%	-13%	-1%
17	Cc1cc(C)cc(OCc2nnc(SCC(=O)NC3CC3)n2C)c1	-1.6	6%	2%	-1.8	-3	-6%	-19%	?
18	CCC(C)Oc1ccc(C(=O)Nc2ccc(CN3CCOCC3)cc2)cc1 (centres undefined)	-0.9	-6%	6%	-0.2	0	13%	4%	5%
19	CCCn1c(SCC(=O)N2CCCCC2)nnc1-c1ccco1	-18	-4%	-8%	-0.6	1	0%	6%	0%
20	COc1cc(/C=C\C(=O)OCn2nnc3ccccc3c2=O)cc(OC)c1OC	-36*	2%	-7%	-2.7	3	-2%	0%	0%
21	CC(=O)CC(=O)NC1C2CC3CC(C2)CC1C3 (centres undefined)	-1.0	1%	1%	0.1	-2	2%	-5%	-4%
22	COCCn1c(SCC(=O)NCCCN2CCCC2=O)nc2ccccc2c1=O	2.2	-4%	-10%	-0.7	8	6%	-13%	2%
23	O=C(C[n+]1cccc(CNC(=O)c2ccc(OC(F)F)cc2)c1)Nc1ccc(SC(F)F)cc1	0.3	-10%	8%	-0.4	-6	-11%	-24%	-7%
24	COc1ccccc1-c1noc(-c2ccccc2C(=O)Nc2cccnc2)n1	0.8	3%	-4%	-1.4	·	-2%	18%	-27%
25	Cn1c(NC(=O)c2ccccc2)c(-c2ccccn2)c(=O)c2ccccc21	-0.9	-4%	1%	-0.7	·	-2%	11%	-7%
26	O=c1c2[nH]c3cccc(Cl)c3c2ncn1Cc1ccco1	-1.4	3%	0%	1.4	0	8%	-11%	-13%
27	CCc1nc2c(OCc3ccc(OC)cc3)cccn2c1N(C)C(=O)c1ccco1	-1.1	6%	2%	0.8	-4	8%	-19%	-8%
28	CCSC1=N/C(=C\c2ccccc2)C(=O)N1	-0.5	-4%	-30%[57.1 µM]	1.4	0	10%	14%	-1%
29	CCCn1cc(SCC(=O)NCc2ccco2)c2ccccc21	-2.9	3%	-7%	0.9	·	-4%	7%	-15%
30	CCOC(=O)C(NC(=O)CC)(Nc1nc2c(s1)CCCC2)C(F)(F)F (centres undefined)	-1.0	8%	-2%	0.3	-6	7%	-7%	-20%
31	COc1ccc2nccc(C(N)=O)c2c1	0.6	10%	-3%	-0.2	-1	-13%	13%	6%
32	O=c1[nH]c2cc3c(cc2cc1CN(Cc1ccccc1)Cc1nnnn1Cc1ccco1)OCCO3	1.4	-2%	?	5.3	-54*	-10%	?	?
33	COc1cc(NC(=O)C2CCN(c3cnccn3)CC2)cc(OC)c1OC	-1.2	-1%	6%	-0.9	-8	-2%	12%	-2%
34	Cc1ccccc1N1CCN(Cc2cccc(C(=O)O)c2)CC1	0.5	-5%	4%	-2.9	·	-1%	12%	-3%
35	CCOC(=O)C1=NN(C(=O)c2ccc(OC)cc2)C(O)(c2ccc(Cl)cc2)C1 (centres undefined)	0.5	11%	-10%	9.5	7	3%	-13%	-6%
36	O=C(CNC(=O)c1ccc(OC(F)F)cc1)Nc1cccc(S(=O)(=O)N2CCCC2)c1	-0.6	11%	-5%	-6.5	5	-3%	-19%	-5%
37	O=C(NCc1cccnc1)/C(=C\c1ccc(-c2ccc(Br)cc2)o1)S(=O)(=O)c1ccccc1	-3.8	13%	0%	-0.6	-7	-24%	5%	?
38	Fc1cccc(-c2c(-c3ccccc3)ncc3cc(F)ccc23)c1	-1.9	16%	-7%	-0.3	1	-5%	-12%	-15%
39	CS(=O)(=O)c1ccc(-c2sc3cc4c(cc3c2C(=O)NN2CCOCC2)OCO4)cc1	0.5	12%	1%	-1.0	-22	4%	0%	-24%
40	O=C(COC(=O)c1ccc(Br)o1)NCc1ccccc1Cl	-7.8	1%	4%	-0.9	2	6%	-3%	6%
41	O=C(N/N=C/c1ccc([N+](=O)[O-])o1)C(=O)Nc1ccc(C(=O)O)cc1	0.1	4%	-1%	-0.7	-4	6%	9%	-3%
42	N#CC1(NC(=O)COC(=O)c2ncc(Cl)c(Cl)c2Cl)CCCCC1	-2.1	1%	8%	-2.5	-4	-1%	9%	-8%
43	O=C(Nc1ccccc1C(=O)N1CCCC1)C1CCN(c2ncccn2)CC1	0.0	2%	-2%	-0.2	·	7%	-5%	-3%
44	N=c1c2c(ncn1CCN1CCOCC1)Oc1cc(O)ccc1C2c1ccccc1 (centres undefined)	-1.8	5%	-30%	-0.2	1	6%	-13%	-5%
45	Nc1nonc1-n1nnc(C(=O)N/N=C/c2ccncc2)c1-c1cccs1	1.1	5%	-12%	-0.5	2	17%	-24%	-1%
46	CCN(CC)S(=O)(=O)c1ccc(C(=O)OCC(=O)N2CCOCC2)cc1	0.4	-8%	3%	0.1	3	-7%	-10%	4%
47	CCOC(=O)c1sc(=N)n(-c2ccc(OC)cc2)c1C	-1.9	-4%	-12%	0.8	2	-15%	-13%	0%
48	CCNc1nc(NCC)n2c(SCC(=O)Nc3ccccc3Cl)nnc2n1	-1.0	6%	-5%	-4.4	-11	-1%	-10%	-8%
49	CN(C)/C=C1\N=C(c2ccc3c(c2)OCO3)OC1=O	0.0	4%	3%	-3.2	7	-8%	-2%	0%
50	CCC(C(=O)OC)n1cnc2c(oc3ccccc32)c1=O (centres undefined)	-0.2	8%	-5%	-0.9	1	3%	?	0%
51	NC(=O)NCc1cccnc1	0.9	7%	6%	-1.4	1	-6%	14%	-8%
52	Cc1ccc(-c2nnc(SCC(=O)NCC3CCCO3)nc2-c2ccc(C)cc2)cc1 (centres undefined)	0.5	-4%	-2%	-0.2	-5	-1%	-2%	-16%
53	CCc1nc(C)c(-c2ccccc2)c(=O)[nH]1	-2.1	10%	-6%	1.4	·	11%	9%	-5%
54	O=C1CCC(=O)N1c1ccccc1-c1ccccc1	-0.3	0%	-1%	-0.3	-5	-3%	10%	0%
55	Cc1ccc(S(=O)(=O)N2CCN(c3cnn(C)c(=O)c3Cl)CC2)cc1	-5.6	1%	-8%	1.5	8	9%	-11%	?
56	COc1ccc(S(=O)(=O)N2CCC(C(=O)N3CCCC3)CC2)cc1Cl	-0.7	-1%	3%	-0.6	1	4%	-26%	-1%

# Going on with the list:
no.	Compound	CCT chaperon mod	EPAC2 agonist	WRN helicase inh	IL-2 act	PI5P4K alpha inh	EPAC1 ag	EPAC1 antag	PLK1 PBD block
57	O=C(COC(=O)c1cncc(Br)c1)NCc1cccs1	-0.2	6%	8%	-0.8	-4	-3%	-10%	-11%
58	Cc1cccc(C2=NN(c3ccc(Br)cc3)[C@@H](C(=O)N3CCOC3=O)[C@@H]2c2ccccc2)c1	0.3	7%	-6%	-0.1	32	13%	0%	-11%
59	CCCCNC(=O)c1ccc(/C=C2\Oc3ccccc3N(C)C2=O)cc1	-2.4	7%	7%	-0.4	-2	12%	-20%	-6%
60	CCCCn1nc(C(=O)N(C)Cc2nc3ccccc3c(=O)[nH]2)c2ccccc2c1=O	-1.5	3%	-2%	1.9	0	11%	2%	-4%
61	O=C(NCc1ccccc1)N1CCCC1	-3.6	4%	6%	-1.4	6	-2%	-19%	-15%
62	O=C(CCn1c(=O)sc2ccccc21)NCc1ccc2c(c1)OCO2	-1.7	2%	-1%	0.0	·	3%	-11%	-9%
63	Cc1cc(C)cc(N2C(=O)CSC2c2ccccn2)c1 (centres undefined)	-1.3	6%	0%	1.8	5	5%	2%	1%
64	C=C(Cl)COc1ccc2c(CC)cc(=O)oc2c1	-2.5	7%	-3%	-1.1	·	11%	4%	-9%

# Molecules shown so far that have a COOH group (two):
no.	Compound	CCT chaperon mod	EPAC2 agonist	WRN helicase inh	IL-2 act	PI5P4K alpha inh	EPAC1 ag	EPAC1 antag	PLK1 PBD block
34	Cc1ccccc1N1CCN(Cc2cccc(C(=O)O)c2)CC1	0.5	-5%	4%	-2.9	·	-1%	12%	-3%
41	O=C(N/N=C/c1ccc([N+](=O)[O-])o1)C(=O)Nc1ccc(C(=O)O)cc1	0.1	4%	-1%	-0.7	-4	6%	9%	-3%

# Not all compounds are listed. The share of hits here may be higher or lower than overall.
